Assay outcomes: PubChem, National Center for Advancing Translational Sciences (NCATS)
MCF10A rerep – A quantitative high throughput screen for small molecules that induce DNA re-replication in MCF 10a normal breast cells. AID 624296, 2012. hit rate 2.9% among 350,000. Potency, µM (series often up to 46.1 µM), for inactives: top-dose activity, positive = re-replication, usual class: activators. MCF 10A DNA re-replication, Hoechst nuclear intensity, 48 h; further: potency means the concentration at half of the fitted maximal effect; % of control where 0% means no effect; nearly all actives have a fitted effect of over 50% in size
HT1080 IDH1KD tx – qHTS for induction of synthetic lethality in tumor cells producing 2HG: qHTS for the HT-1080-IDH1KD cell line; HT-1080 IDH1 knockdown viability, ATP luminescence, 48 h; Potency, µM (series often up to 46.1 µM), inactives show at the highest dose activity, negative = toxicity, hits mostly cytotoxic; hit rate 2% among 360,000; AID 686971, 2013;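 further: potency means the concentration at half of the fitted maximal effect; 0% = DMSO wells and -100% = cell-free medium wells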
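HT-1080-IDH1KD cells (IDH1 knocked down), 750/well in RPMI with 5% FBS, treated with compound 48 h at 37 degrees C. Viability by CellTiter-Glo luminescence, normalised to DMSO and no-cell wells; concentration-response curves classed.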
SW480 rerep – A quantitative high throughput screen for small molecules that induce DNA re-replication in SW480 colon adenocarcinoma cells | SW480 DNA re-replication, Hoechst DNA content imaging, 48 h | Potency, µM (top dose mostly 46.1 µM), for inactives: at the top dose re-replication activation, usual class: activators | AID 624297, 2012 | hit rate 1.8% among 340,000; further: potency means the concentration at half of the fitted maximal effect; % of control where 0% means no effect; nearly all actives have a fitted effect of over 55% in size
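Quantitative HTS format with DMSO vehicle controls; 48 hr drug incubation at 37 C, then 40 min Hoechst staining and scanning imager measurement at 405 nm excitation.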
HT1080NT lethal – qHTS for induction of synthetic lethality in tumor cells producing 2HG: qHTS for the HT-1080-NT fibrosarcoma cell line; HT-1080-NT fibrosarcoma viability, CellTiter-Glo ATP luminescence, 48 h; Potency, µM (doses to about 46.1 µM), inactives show at the highest dose activity, negative = less viability, hits mostly cytotoxic; hit rate 1.6% among 360,000;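 further: NT is the 2HG producing partner of a matched IDH1 knockdown line; potency means the concentration at half of the fitted maximal effect; 0% = DMSO-treated cells and -100% = media-only wells without cells; nearly all actives have a fitted effect of over 55% in size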
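HT-1080-NT; 750 cells/well; 5% FBS RPMI; 48 h compound, 37 degrees C; CellTiter-Glo luminescence; curve fitting and curve-class assignment.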
WRN helicase inh – qHTS for Inhibitors of WRN Helicase; hit rate 0.46% among 360,000; WRN helicase unwinding, fluorescent forked duplex, kinetic; Potency, µM (titrated, usually from 114 µM), inactives show top-dose activity change, negative = inhibition, actives largely listed as inhibitors; further: potency means the concentration at half of the fitted maximal effect; on the % scale 0 is the no-effect control and ±100 the full control effect; nearly all actives have a fitted effect of over 55% in size
Target sequence (Q14191 whole entry, looked up): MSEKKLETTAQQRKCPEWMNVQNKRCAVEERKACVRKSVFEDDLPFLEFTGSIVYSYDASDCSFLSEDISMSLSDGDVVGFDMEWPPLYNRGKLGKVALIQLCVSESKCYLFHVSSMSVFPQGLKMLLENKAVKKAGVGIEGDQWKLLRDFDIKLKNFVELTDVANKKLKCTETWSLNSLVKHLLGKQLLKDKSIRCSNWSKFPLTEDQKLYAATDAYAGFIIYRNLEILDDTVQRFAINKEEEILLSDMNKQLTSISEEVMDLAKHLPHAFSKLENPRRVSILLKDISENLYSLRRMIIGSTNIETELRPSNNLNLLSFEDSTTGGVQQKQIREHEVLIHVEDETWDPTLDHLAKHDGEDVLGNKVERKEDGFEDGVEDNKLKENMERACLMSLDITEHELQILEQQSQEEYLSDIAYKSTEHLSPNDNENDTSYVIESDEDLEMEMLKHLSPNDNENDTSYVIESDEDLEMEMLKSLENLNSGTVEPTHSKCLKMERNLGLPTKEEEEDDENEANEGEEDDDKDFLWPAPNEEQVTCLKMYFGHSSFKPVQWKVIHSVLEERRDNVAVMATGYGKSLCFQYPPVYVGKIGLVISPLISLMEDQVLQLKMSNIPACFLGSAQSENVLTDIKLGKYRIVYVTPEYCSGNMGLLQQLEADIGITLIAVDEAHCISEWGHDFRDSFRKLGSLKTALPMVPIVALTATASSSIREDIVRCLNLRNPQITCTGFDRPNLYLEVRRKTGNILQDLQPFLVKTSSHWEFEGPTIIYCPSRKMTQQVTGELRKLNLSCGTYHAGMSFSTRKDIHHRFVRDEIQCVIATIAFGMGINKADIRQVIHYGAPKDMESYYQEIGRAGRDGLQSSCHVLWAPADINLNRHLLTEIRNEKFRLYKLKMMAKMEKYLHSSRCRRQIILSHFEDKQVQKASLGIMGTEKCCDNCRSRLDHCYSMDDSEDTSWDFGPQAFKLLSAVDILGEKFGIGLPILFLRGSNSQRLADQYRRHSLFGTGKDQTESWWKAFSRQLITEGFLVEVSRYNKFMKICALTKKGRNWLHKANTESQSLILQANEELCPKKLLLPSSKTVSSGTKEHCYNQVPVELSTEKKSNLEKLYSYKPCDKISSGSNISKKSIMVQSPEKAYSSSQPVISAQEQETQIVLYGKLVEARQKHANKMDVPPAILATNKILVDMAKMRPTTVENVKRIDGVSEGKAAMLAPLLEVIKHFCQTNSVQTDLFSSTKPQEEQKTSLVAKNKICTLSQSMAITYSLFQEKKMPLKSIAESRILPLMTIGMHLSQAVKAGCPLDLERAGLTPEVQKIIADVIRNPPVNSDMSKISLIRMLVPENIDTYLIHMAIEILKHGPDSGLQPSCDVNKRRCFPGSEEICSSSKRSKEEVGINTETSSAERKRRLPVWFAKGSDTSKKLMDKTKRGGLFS
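Primary qHTS, 1536-well format. 20 nM WRN + compound, 15 min RT; start with 100 nM forked fluorophore/quencher duplex, 2 mM ATP (final); kinetic read ex 525/em 598 nm.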
KB-V1 cytotox – qHTS assay for MDR1-selective chemotherapeutics: Primary screen using the drug-selected MDR subline cells KB-V1; KB-V1 MDR cells viability, CellTiter-Glo, 72 h; Potency, µM (titrated, usually from 46.1 µM), without a hit: top-dose activity change, negative = cytotoxicity, usual class: cytotoxic; hit rate 3.4% among 400,000; further: potency means the concentration at half of the fitted maximal effect; on the % scale 0 is the no-effect control and ±100 the full control effect; nearly all actives have a fitted effect of over 60% in size
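qHTS viability screen in drug-selected KB-V1 MDR cells: 72 h compound treatment at 37 degrees C, ATP luminescence end point.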
KB-3-1 tox – qHTS assay for MDR1-selective chemotherapeutics: Primary screen using the parental adenocarcinoma cell KB-3-1; KB-3-1 viability, CellTiter-Glo ATP luminescence, 72 h; Potency, µM (titrated, usually from 46.1 µM), without a hit: at the top dose activity change, negative = cytotoxic, most hits filed as cytotoxic; hit rate 1.4% among 400,000; AID 1347075, 2019; further: potency means the concentration at half of the fitted maximal effect; on the % scale 0 is the no-effect control and ±100 the full control effect; nearly all actives have a fitted effect of over 60% in size
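Cells are dispensed, compounds pinned in, plates held at 37 °C for 72 h, then CellTiter-Glo is added and luminescence read after 10 minutes. Cell line: parental KB-3-1 in phenol-red-free DMEM, 10% FBS.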
ATXN2 expr inh – Primary qHTS for Inhibitors of ATXN expression. AID 1745845, 2022. HEK-293 ATXN2-luciferase reporter, luminescence, 24 h. hit rate 0.72% among 360,000. Potency, µM (titrated, usually from 57 µM), for the others: at the highest dose activity change, negative = inhibition, hits mostly inhibitors; further: potency means the concentration at half of the fitted maximal effect; on the % scale 0 is the no-effect control and ±100 the full control effect; nearly all actives have a fitted effect of over 55% in size
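qHTS (up to 57 uM final) was run with 24 h compound exposure of reporter cells at 37 °C. Each well was multiplexed: SteadyGlo luminescence measured ATXN2-luciferase expression after a fluorogenic Gly-Phe-AFC viability readout (25 uM final).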
IL-1B inflam inh – qHTS for Inhibitors of Inflammasome Signaling: IL-1-beta AlphaLISA Primary Screen. hit rate 4.7% among 360,000. THP-1 LPS/ATP IL-1B secretion, AlphaLISA, 16 h; stronger effect = lower value. activity change, % at 57.5 µM; in the data active means activity change below about -50%; inconclusive means mostly about -30% to -49%; further: on the % scale 0 is the no-effect control and ±100 the full control effect
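THP-1 cells pretreated 1 hr with compounds (up to 57.5 uM final), then stimulated with LPS (250 ng/mL final) plus ATP (1.25 mM final); secreted IL-1B measured by AlphaLISA after 16 hr, decreased signal indicating inhibition.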
* marks the source's active call; other numbers are inactive results; ? = inconclusive; nt = not tested or not shown; [ ] = remark or other dose. Unless noted, the call rests on the fitted dose curve; in most records, active means well fitted curve in the direction sought with a large enough effect; inconclusive means small, poorly fitted or top-dose-only effect, or another doubt; inactive means no such curve, though single readings can be large; an effect the other way counts as inactive or inconclusive.

(1) COC(C[C@@H]1O[C@@H]1C(=O)[C@H](C)OCc1ccccc1)OC
(2) OC[C@@H]1[C@@H](c2ccc(Cl)cc2)C(c2ccc(F)cc2)=NN1c1ccccc1
(3) C[C@H](CO)N1C[C@H](C)[C@@H](CN(C)Cc2ccc(Cl)c(Cl)c2)OCCCC[C@H](C)Oc2ccc(NC(=O)CCC(F)(F)F)cc2C1=O
(4) COc1ccc(CCN(C)C(=O)C2CCN(C(=O)Nc3ccccc3)CC2)cc1OC
(5) O=C(NNc1c(Cl)cccc1Cl)c1ccno1
(6) O=C(CSc1nc2ccccc2nc1N1CCCCC1)Nc1ccc(F)cc1
(7) COc1cc(OC)cc(C(=O)N[C@H](C(=O)OCC(=O)NC(=O)NC(C)(C)C)C(C)C)c1
(8) O=C(CN1CCNCC1)NCCSc1ccc(Cl)cc1
compound no.	1	2	3	4	5	6	7	8
MCF10A rerep	-9%	1.8µM*	nt	-9%	-1%	8%	-3%	12%
HT1080 IDH1KD tx	6%	?	?	-4%	1%	9%	6%	-11%
SW480 rerep	-12%	4.1µM*	nt	-75%[inhibitor]	-13%	1%	-6%	7%
HT1080NT lethal	9%	?	-28%	-5%	-13%	1%	4%	-17%
WRN helicase inh	13%	-3%	-3%	0%	-1%	4%	0%	-15%
KB-V1 cytotox	10%	0%	-6%	13%	-14%	?	?	3%
KB-3-1 tox	2%	0%	?	8%	6%	0%	-1%	13%
ATXN2 expr inh	5%	-17%	?	1%	0%	4%	0%	-18%
IL-1B inflam inh	8	0	-18	24	9	-18	38	-7

Filtered by structure: the compounds so far with nitrogen in an aromatic ring.
(5) O=C(NNc1c(Cl)cccc1Cl)c1ccno1
(6) O=C(CSc1nc2ccccc2nc1N1CCCCC1)Nc1ccc(F)cc1
compound no.	5	6
MCF10A rerep	-1%	8%
HT1080 IDH1KD tx	1%	9%
SW480 rerep	-13%	1%
HT1080NT lethal	-13%	1%
WRN helicase inh	-1%	4%
KB-V1 cytotox	-14%	?
KB-3-1 tox	6%	0%
ATXN2 expr inh	0%	4%
IL-1B inflam inh	9	-18

Next section
(9) C/C=C/C1=CC(=O)C[C@H](c2ccc3c(c2)OCO3)C1
(10) Cc1cc(C)c2sc(N(CCN(C)C)C(=O)c3cc(Cl)sc3Cl)nc2c1
(11) Cc1cccc(C(=O)NC(=S)Nc2c(C)n(C)n(-c3ccccc3)c2=O)c1
(12) COC(=O)N1CCCCC1c1cc(C(=O)Nc2ccccc2Cl)no1 (stereo unspecified)
(13) c1ccc(Nc2nc(N3CCOCC3)nc(N3CCOCC3)n2)cc1
(14) O=C(Nc1nc2ccccc2[nH]1)c1ccc(S(=O)(=O)N2CCOCC2)cc1
(15) COc1ccc(COC(=O)CCS(=O)(=O)c2ccc(C)cc2)cc1
(16) COc1ccc(CNC(=O)CCCn2ncn3c(cc4occc43)c2=O)cc1
compound no.	9	10	11	12	13	14	15	16
MCF10A rerep	?	-1%	7%	nt	?	?	20%	6%
HT1080 IDH1KD tx	3%	-8%	-8%	2%	-17%	7%	0%	8%
SW480 rerep	-8%	-2%	0%	nt	18%	15%	-80%[inhibitor]	-14%
HT1080NT lethal	-2%	0%	-23%	?	-19%	5%	0%	-2%
WRN helicase inh	0%	4%	4%	1%	-5%	-2%	-14%	-2%
KB-V1 cytotox	9%	0%	-2%	6%	?	2%	?	2%
KB-3-1 tox	6%	-16%	-2%	0%	16µM*	1%	12%	2%
ATXN2 expr inh	-30%	-18%	4%	6%	-10%	nt	2%	nt
IL-1B inflam inh	-61*	-20	2	0	nt	18	37	2

(17) COc1ccc(NC(=S)N(Cc2ccc(N(C)C)cc2)Cc2ccco2)cc1
(18) COc1cc(C)nc(Oc2ccc(=O)n(C)n2)n1
(19) O=C(Nc1ccc(N2CCN(C(=O)c3ccccc3)CC2)cc1)c1ccc2c(c1)OCO2
(20) COc1ccc(CN2C(=O)CCC2(C)c2nnnn2-c2ccc3c(c2)OCCO3)cc1 (stereo unspecified)
(21) COc1ccc(NC(=O)CN2CCc3ccccc3C2)cc1OC
(22) O=C(COc1cccc(Cl)c1)Nc1ccc2c(c1)CCC2
(23) O=C(Cc1ccccc1F)Nc1ccc2c(c1)CCC2
(24) CC(=O)NS(=O)(=O)c1ccc(NC(=O)/C=C/c2ccc(C)o2)cc1
compound no.	17	18	19	20	21	22	23	24
MCF10A rerep	-2%	-6%	?	nt	13%	3%	5%	?
HT1080 IDH1KD tx	-7%	-6%	-13%	6%	5%	7%	3%	-4%
SW480 rerep	6%	-4%	-2%	nt	0%	-3%	-4%	-1%
HT1080NT lethal	-14%	-3%	0%	6%	1%	-1%	4%	6%
WRN helicase inh	-18%	-18%	-6%	-3%	-8%	-1%	-11%	-18%[11.6 µM]
KB-V1 cytotox	-10%	-10%	-16%	?	?	1%	?	8%
KB-3-1 tox	-7%	2%	?	20%	?	8%	4%	20%
ATXN2 expr inh	-6%	25%	-14%	14%	-25%	38%[activator]	40%[activator]	-31%
IL-1B inflam inh	-76*	-9	-78*	37	32	-6	?	-2

(25) CCOC(=O)C1=C(C)N(C)C(=S)NC1c1ccc(Cl)cc1 (stereo unspecified)
(26) Cc1nc(NC(=O)C(C)Oc2cccc(Cl)c2)sc1C(=O)N(C)C (stereo unspecified)
(27) Cc1cc(C)c(C)c(OCCCOc2cccc3cccnc23)c1
(28) CCOC(=O)C1=C(C)Nc2ccccc2N=C1N
(29) O=c1[nH]nc(Cc2ccc3ccccc3n2)c2ccccc12
(30) Cc1cc(Cl)ccc1NC(=S)NCc1ccco1
(31) Cc1ccc(C2C3=C(CC(C)(C)CC3=O)NC3=C2C(=O)c2ccccc23)cc1 (stereo unspecified)
(32) CCN(CC(=O)Nc1c(F)cccc1F)C(=O)CCc1nc2ccccc2c(=O)[nH]1
compound no.	25	26	27	28	29	30	31	32
MCF10A rerep	3%	0%	-2%	-8%	1%	0%	3%	-15%
HT1080 IDH1KD tx	-8%	7%	3%	?	-27%	14%	-29%	-5%
SW480 rerep	2%	7%	-5%	-14%	-3%[9.22 µM]	-4%	-4%	29µM*
HT1080NT lethal	-2%	6%	4%	?	-29%	14%	?	-1%
WRN helicase inh	-7%[57.1 µM]	3%	3%	1%	-3%	7%	-8%	-7%
KB-V1 cytotox	-12%	6%	?	9%	?	21µM*	-1%	5%
KB-3-1 tox	-2%	12%	-29%	4%	6%	-14%	?	-1%
ATXN2 expr inh	0%	11%	-16%	-7%	60%[activator]	8%	-21%	11%
IL-1B inflam inh	-5	0	9	4	20	-10	-57*	25

(33) CN(C)/C=C/c1onc(-c2c(F)cccc2Cl)c1C#N
(34) O=C1CC(SC(=NCc2ccc3c(c2)OCO3)Nc2ccccc2)C(=O)N1 (stereo unspecified)
(35) CCN(CC)c1cc2nc(C)n(Cc3ccccc3)c(=O)c2cc1NC(=O)C1CC1
(36) CC1(C(=O)NCCc2ccccc2)Cc2c(-c3ccccc3)ccnc2O1 (stereo unspecified)
(37) C[C@H](CO)N1C[C@H](C)[C@H](CN(C)Cc2ccccc2)Oc2c(NC(=O)Nc3ccc(F)cc3)cccc2C1=O
(38) O=C(CCC(=O)NNC(=O)COc1ccc(Br)cc1)NCc1ccccc1
(39) O=c1c2c3c(sc2n2cnnc2n1-c1ccccc1)N(Cc1ccccc1)CCC3
(40) O=C(c1c(O)c2ccccc2oc1=O)C1CCC1
(41) O=C(NCc1ccccc1)c1cc(C2CCCN(C(=O)CCCc3ccccc3)C2)on1 (stereo unspecified)
(42) O=C(CSc1ccc(Cl)cc1)NNC(=O)c1ccncc1
(43) CSCC[C@H](NC(=O)N1CCn2c1nc1ccccc12)C(=O)NCc1ccco1
compound no.	33	34	35	36	37	38	39	40	41	42	43
MCF10A rerep	?	-6%	0%	nt	2%	-3%	?	?	nt	3%	2%
HT1080 IDH1KD tx	-1%	-11%	-1%	?	-6%	-20%	-8%	-19%	-16%	3%	0%
SW480 rerep	?	-8%	-1%	nt	5%	-1%	-7%	-4%	nt	-1%	-4%
HT1080NT lethal	-3%	-13%	0%	-19%	-17%	-11%	-4%	-23%	-12%	-2%	-1%
WRN helicase inh	-14%	3%	2%	0%	-10%	-6%[57.1 µM]	0%	2%	-6%	6%	-10%
KB-V1 cytotox	-16%	-7%	1%	?	0%	1%	14%	?	5%	1%	?
KB-3-1 tox	-1%	-5%	1%	?	?	-8%	-7%	-16%	0%	-1%	-19%
ATXN2 expr inh	9%	-8%	8%	-15%	?	-9%	-10%	-6%	-1%	6%	10%
IL-1B inflam inh	-15	-7	-10	-59*	-6	-2	-17	0	-24	9	?

Among those listed so far, these have an NH in an aromatic ring:
(14) O=C(Nc1nc2ccccc2[nH]1)c1ccc(S(=O)(=O)N2CCOCC2)cc1
(29) O=c1[nH]nc(Cc2ccc3ccccc3n2)c2ccccc12
(32) CCN(CC(=O)Nc1c(F)cccc1F)C(=O)CCc1nc2ccccc2c(=O)[nH]1
compound no.	14	29	32
MCF10A rerep	?	1%	-15%
HT1080 IDH1KD tx	7%	-27%	-5%
SW480 rerep	15%	-3%[9.22 µM]	29µM*
HT1080NT lethal	5%	-29%	-1%
WRN helicase inh	-2%	-3%	-7%
KB-V1 cytotox	2%	?	5%
KB-3-1 tox	1%	6%	-1%
ATXN2 expr inh	nt	60%[activator]	11%
IL-1B inflam inh	18	20	25
